Screens from PubChem BioAssay.
Rat MKP-3 inhibitors – inhibition of rat DUSP6 enzyme activity – biochemical, in vitro, primary screen (AID 425); 110,000 compounds, 0.17% hits; inhibition, % at 20 µM; hits with a dose series show IC50 in µM; recombinant MKP-3 phosphatase activity, fluorescence; higher % means a stronger effect; in the data active means inhibition above about 50%;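 further: plate controls were vehicle for no effect and reference inhibitor for full effect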
Hsp70 displacement – Hsp70 inhibitors, probe displacement, primary screen, biochemical, fluorescence polarization (AID 583). one-dose displacement, % at 20 µM; IC50 in µM for titrated hits. Hsp70 fluorescence polarization probe displacement, mP; higher % means a stronger effect. 140,000 compounds, 0.06% hits; in the data active means displacement above about 50%;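 further: plate controls were vehicle for no effect and reference ligand for full effect; a part of the inactive calls stands beside numbers as strong as those of hits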
* = called active by the depositor; nt = no result given; & = joins results of further samples. An excerpt; count on the stated rates, not on these rows.

SMILES	Rat MKP-3 inhibitors	Hsp70 displacement
CN(C)c1ccc(C2/C(=C(\O)c3ccc(Cl)cc3)C(=O)C(=O)N2CCCCCC(=O)O)cc1 (stereo not drawn)	0%	1.1%
Cc1c(OC(C)C)ccc2c1oc(=O)c1ccccc12	10%	0.5%
C/C(NCc1cccnc1)=C(\C#N)C(=O)NCc1ccccc1	0%	-0.3%
CC1CCN(c2nc(-c3ccccc3O)nc3ccccc23)CC1	3%	-5.4%&2.8%
COc1ccccc1NC(=O)N1CCCC1C(=O)Nc1ccc2c(c1)OCO2 (stereo not drawn)	1%	4.2%
CCCCCCCC(=O)NNC(=O)CCC(=O)O	nt	6.8%
O=C(c1cc2ccccc2oc1=O)N(Cc1ccco1)Cc1cccs1	-9%	3.3%
COc1ccc(N/C(C)=C/C2=[N+](c3ccccc3)C(O)(c3ccccc3)CS2)cc1 (stereo not drawn)	3%	7.5%
Cc1ccc(NC(=O)COc2ccc(Cl)cc2)c([N+](=O)[O-])c1	-2%	3.4%
CCOC(=O)Cn1c(=O)oc2cc(S(=O)(=O)Nc3cccc(C)c3)ccc21	-3%	3.8%
CS(=O)(=O)N(CC(=O)N1CCCC1)c1ccc(Cl)c(Cl)c1	-3%	nt
O=[N+]([O-])c1cc(-c2nnc(-c3ccccc3)o2)cc([N+](=O)[O-])c1	0%	1.7%
Fc1ccc(CSc2nnc(-c3cccnc3)n2Cc2ccco2)cc1	9%	4.6%
COc1cc(NC(=O)NC(C)(C(F)(F)F)C(F)(F)F)cc(OC)c1OC	-9%	-0.2%
CCC(C)c1cc(S(=O)(=O)N2CCOCC2)ccc1OC (stereo not drawn)	-3%	-0.5%
Cc1ccc(C)c(S(=O)(=O)NCc2ccncc2)c1	nt	1.2%
Cc1cccn2c(=O)c(/C=N/O)c(N3CCCC3)nc12	nt	-3.1%
CC(=O)Nc1nonc1-n1nnc(C(=O)NCc2ccccc2)c1C	4%	-4.0%
CN(C)CCCNCCCNC(=O)c1ccncc1	0%	nt
Cc1cc(Cl)ccc1NC(=O)c1cccc([N+](=O)[O-])c1C	1%	1.6%
CC(C)CCC(CCN1CCOCC1)c1ccc2c(c1)OCO2 (stereo not drawn)	0%	-3.0%
Cc1ccc(C)c(C(=O)Nc2c(C(N)=O)oc3ccccc23)c1	2%	1.8%
CC(C)CN1C(=O)/C(=C/c2cccc([N+](=O)[O-])c2)SC1=S	2%	-4.1%
Cc1ccc(-n2ccnc2SCC(=O)N(CC(C)C)C2CCS(=O)(=O)C2)c(C)c1 (stereo not drawn)	-9%	-0.4%
O=S(=O)(Nc1cccnc1)c1ccc(Cl)c(C(F)(F)F)c1	-2%	-0.3%

(further entries)
SMILES	Rat MKP-3 inhibitors	Hsp70 displacement
CC(C)NC(=O)CSCc1cccc(Br)c1	nt	-0.1%
CCOC(=O)CNC1CC(C)(C)NC(C)(C)C1	0%	3.2%
CC1=NNC(=O)C1CCC(=O)N/N=C/c1c(Cl)cccc1Cl (stereo not drawn)	2%	4.6%
O=C(NCCNS(=O)(=O)c1ccccc1)c1c(O)c2ccccc2oc1=O	-1%	2.9%
Cc1ccccc1NC(=O)CC1SC(=NC2CCCCC2)NC1=O (stereo not drawn)	4%	-4.5%
C=COCCNC(=O)C(=O)Nc1ccccc1C	3%	-4.5%
Cc1cc(C)cc(-n2nnc(C(=O)NCc3ccccc3Cl)c2N)c1	-1%	-1.2%
O=C(CNC(=O)c1ccco1)NCC(=O)OCc1ccccc1Br	0%	6.2%
Cn1cccc1CC(=O)N/N=C/c1ccccn1	1%	1.0%
COc1ccc(N2CCC(CNC(=O)Nc3ccccc3)C2)cc1 (stereo not drawn)	nt	-4.5%
CC(=O)Nc1ccc(NC(=O)COc2ccccc2)cc1	1%	7.1%
CCOc1cc2c(cc1OCC)C(c1ccc(O)c(OC)c1)NCC2 (stereo not drawn)	-2%	11%
CN1CCN(c2cc(=O)n(C3CCCCC3)c(=O)[nH]2)CC1	-5%	-3.3%
CC(=O)c1cccc(NC(=O)Nc2ccc3c(c2)N(C)C(=O)CS3)c1	-4%	nt
Cc1ccc(SCc2cc(=O)n3[nH]cnc3n2)cc1	nt	-2.1%
CCN1C(=O)CC(C(=O)Nc2ccc(F)cc2)SC1=Nc1cccc(OC)c1 (stereo not drawn)	6%	-3.3%
CSc1ccc(S(=O)(=O)NCc2ccc(C)cc2)cc1	nt	-0.1%
O=C(c1cccc(S(=O)(=O)N2CCCCC2)c1)N1CCCc2ccccc21	1%	-2.0%
CCOC(=O)C1CCCN(Cc2nc(N)nc(Nc3ccc(Cl)cc3)n2)C1 (stereo not drawn)	5%	-3.6%
O=C(Nc1ccc(Nc2ccccc2)cc1)c1cccc(Br)c1	-4%	-0.6%
CCN(CC)C(=O)CCC(=O)Nc1ccc(C(=O)OC)cc1	6%	-4.8%
COc1cc(/C=C2\SC(=S)N(Cc3ccccc3)C2=O)ccc1OC(=O)C12CC3CC(CC(C3)C1)C2	3%	3.0%
COc1cc(C=C2C(=O)N(C)C(=O)N(C)C2=O)ccc1OCc1ccc([N+](=O)[O-])cc1	0%	1.5%
CCCCCCNC(=O)c1c(O)c2cccc3c2n(c1=O)CCC3	-7%	-2.5%
CCC(=O)Nc1ccc2c(c1)ncn2-c1ccccc1	nt	4.3%

Further records.
SMILES	Rat MKP-3 inhibitors	Hsp70 displacement
Cc1nn(C)cc1C(C(=O)NC1CCCCC1)N(C(=O)Cn1nnc2ccccc21)c1ccc(F)cc1 (stereo not drawn)	nt	2.3%
COc1ccc(CCN2CC(C#N)=C3c4cc(OC)c(OC)cc4CCN3C2)cc1OC	-4%	3.9%
Cc1nc2ccccc2c(=O)n1/N=C/c1cn(-c2ccccc2)nc1-c1cccs1	2%	-12%
O=C(NCc1ccco1)C1CN(S(=O)(=O)c2ccccc2)CCN1S(=O)(=O)c1ccccc1 (stereo not drawn)	-6%&-1%	2.5%&-4.7%
CCCOC(=O)C1[C@H]2C(=O)N(CCCOC)C[C@]23C=C[C@H]1O3 (stereo partly drawn)	-11%	-0.5%
CCOc1ccc(Cl)cc1/C=C1\C(=N)N2N=C(CC)SC2=NC1=O	3%	5.1%
O=C(NCCc1ccccc1F)[C@@H]1CSC2c3ccccc3C(=O)N21 (stereo partly drawn)	-12%	14%
O=C(N(c1cccc2ccccc12)C1C=CS(=O)(=O)C1)C(F)(F)F (stereo not drawn)	2%	4.0%
CCN(CC)CCCCCCOc1ccc(OC)cc1	-2%	2.4%
O=C(Cn1cc(C(=O)C2CC2)c2ccccc21)NC1CCCC1	nt	4.1%
CCCCOc1ccc(C(=O)Nc2cccc(C)n2)cc1	-5%	8.9%
CCCN(CCC)S(=O)(=O)c1ccc(C(=O)Nc2nnc(CSC)o2)cc1	2%	-4.4%
Cc1ccc(NC(=O)c2ccc(S(=O)(=O)N3CCCC3)cc2)cc1	nt	-2.1%
CCCCCCCC(=O)OC(CN1CCCCC1)CN1CCCC1=O (stereo not drawn)	nt	-3.4%
COc1cccc(Nc2ncnc3c2cnn3-c2cccc(C)c2)c1	0%	0.2%
CCOc1ccc(OCCSc2nc3ccccc3c(=O)[nH]2)cc1	1%	-0.5%&-3.4%
Cn1c(=O)n(C)c2cc(NC(=O)c3cc4ccccc4o3)ccc21	0%	4.2%
Cc1ccc2cc(CNC(C)(C)C)c(=O)[nH]c2c1	-9%	-7.5%
CCC(=O)c1ccccc1OCCSc1nc(C)cc(=O)[nH]1	0%	-3.3%
Cc1cc(C)cc(OC(=O)N2CCOCC2)c1	-5%	1.6%
Cc1ccc(/C(O)=C2\C(=O)C(=O)N(CCCC(=O)O)C2c2cccc(F)c2)cc1 (stereo not drawn)	3%	-3.8%
CCC1Oc2ccc(C)cc2N(CC(=O)NCCN2CCCCCC2)C1=O (stereo not drawn)	-1%	nt
CCC(=O)N1CCN(c2ccc(NC(=O)c3cccs3)cc2)CC1	nt	6.8%
COC(=O)/C=c1/s/c(=C(/C#N)C(=O)N2CCCCC2)n(-c2ccccc2)c1=O	0%	-2.2%
Cc1ccc(N=Cc2c[nH]c3ccccc23)cc1[N+](=O)[O-]	3%	-6.0%

Copied from the listing, 7 compounds:
SMILES	Rat MKP-3 inhibitors	Hsp70 displacement
Cc1nn(C)cc1C(C(=O)NC1CCCCC1)N(C(=O)Cn1nnc2ccccc21)c1ccc(F)cc1 (stereo not drawn)	nt	2.3%
COc1ccc(CCN2CC(C#N)=C3c4cc(OC)c(OC)cc4CCN3C2)cc1OC	-4%	3.9%
Cc1nc2ccccc2c(=O)n1/N=C/c1cn(-c2ccccc2)nc1-c1cccs1	2%	-12%
O=C(NCc1ccco1)C1CN(S(=O)(=O)c2ccccc2)CCN1S(=O)(=O)c1ccccc1 (stereo not drawn)	-6%&-1%	2.5%&-4.7%
CCCOC(=O)C1[C@H]2C(=O)N(CCCOC)C[C@]23C=C[C@H]1O3 (stereo partly drawn)	-11%	-0.5%
CCOc1ccc(Cl)cc1/C=C1\C(=N)N2N=C(CC)SC2=NC1=O	3%	5.1%
O=C(NCCc1ccccc1F)[C@@H]1CSC2c3ccccc3C(=O)N21 (stereo partly drawn)	-12%	14%

The listing picks up, repeating the two entries before the break.
SMILES	Rat MKP-3 inhibitors	Hsp70 displacement
COC(=O)/C=c1/s/c(=C(/C#N)C(=O)N2CCCCC2)n(-c2ccccc2)c1=O	0%	-2.2%
Cc1ccc(N=Cc2c[nH]c3ccccc23)cc1[N+](=O)[O-]	3%	-6.0%
O=C(CCN1C(=O)C2C3C=CC(C3)C2C1=O)Nc1nccs1 (stereo not drawn)	-7%	3.1%
COc1ccccc1NC(=O)N1CCN(c2ccccn2)CC1	-4%	-1.0%
CSc1nnc2c3cc(F)ccc3n(Cc3ccccc3)c2n1	-6%	-0.6%
COc1ccc(C(=O)Nc2ccccc2)cc1S(=O)(=O)NC1CCCCC1	-1%	-2.0%
CCOC(=O)c1c(NC(=O)CNCCO)sc(C)c1C	-8%&1%	-0.2%&-1.1%
CCC(Oc1ccccc1)C(=O)NC(C)C (stereo not drawn)	3%	-4.5%
Cc1ccc(N(Cc2ccc(C(=O)Nc3cc(Cl)ccc3C)cc2)S(C)(=O)=O)cc1C	-1%	-0.4%
CCOC(=O)CNC(=O)Cn1cnc2c(nnn2-c2ccc(F)cc2)c1=O	-1%	2.3%
CC1=C(C#N)C(c2ccoc2)C(C(=O)OCc2ccccc2)=C(N)S1 (stereo not drawn)	-6%	-0.5%
CCOC(=O)c1sc(=S)n(CC)c1NC(=O)CC	nt	-0.4%
Cc1ccc(-c2cc(N)n(-c3ccccc3)n2)cc1	nt	-2.7%
O=C(Nc1ccc(Cl)cc1Cl)C1C(c2ccccc2)C1(Cl)Cl (stereo not drawn)	3%	0.9%
Cc1ccc2ccc(S(=O)(=O)n3nnc4ccccc43)cc2c1	1%	0.4%
O=C(NN=C1CCCC1)c1ccncc1	1%	-0.5%
CCCCOC(=O)c1ccc(NC(=O)CSc2nncn2C)cc1	-10%	0.6%
O=C(O)C1C2CCCC1C2c1ccccc1 (stereo not drawn)	1%	0.2%
COc1cc(OC)c(OC)cc1CN1CCN(C(=O)c2ccc(F)cc2)CC1	-4%	-6.5%
Cc1ccc(OCc2nc(-c3ccccn3)n[nH]2)cc1	nt	0.0%
CCCCOc1cc(C(=O)NCCN(CC)CC)c2ccccc2n1	-1%&-1%	-0.6%&3.1%
COc1ccc(/C=C2\SC(=Nc3ccc(F)cc3)NC2=O)cc1OC	4%	-53%
COc1ccc(N2C(=O)CC(N3CCN(C(c4ccccc4)c4ccc(Cl)cc4)CC3)C2=O)cc1 (stereo not drawn)	3%	-3.6%
CCc1ccc(NC(=O)CCc2nc3cccnc3n2Cc2ccc(OC)cc2)cc1	nt	-3.3%
COCC(C)n1c(C)cc(C(=O)CN2C(=O)NC3(CCCCC3C)C2=O)c1C (stereo not drawn)	-11%	-3.3%
OC(COc1ccc(Cl)cc1)CSc1ncn[nH]1 (stereo not drawn)	2%	2.8%
COC(=O)c1ccccc1NC(=O)Nc1ccc(C(=O)N2CCCC2)cc1	-2%	2.7%

Single records, as listed above. Screens in order: Rat MKP-3 inhibitors, Hsp70 displacement
Profile of CCc1ccc(NC(=O)CCc2nc3cccnc3n2Cc2ccc(OC)cc2)cc1 → nt, -3.3%
Profile of O=C(NN=C1CCCC1)c1ccncc1 → 1%, -0.5%
Profile of Cc1ccc(N(Cc2ccc(C(=O)Nc3cc(Cl)ccc3C)cc2)S(C)(=O)=O)cc1C → -1%, -0.4%

(cont.)
SMILES	Rat MKP-3 inhibitors	Hsp70 displacement
CCOC(=O)c1sc(NCc2ccco2)c(-c2nc3ccccc3s2)c1N	1%	-15%
COC(=O)CN1C(=O)/C(=C\c2ccccc2F)SC1=S	1%	3.2%
Cc1occc1-c1nnc(SCC(=O)NCc2cccs2)n1-c1ccc(F)cc1	-1%	-2.0%
CC(C)C(=O)Nc1nnc(-c2ccccc2)o1	-9%	5.0%
O=C(O)c1ccc(N2C(=O)C=CC2=O)cc1Cl	6%	8.3%
OCCNc1nc(N2CCCC2)nc(N2CCCC2)n1	nt	0.5%
c1ccc(-n2ncc3c(N4CCN(c5ccccn5)CC4)nc(N4CCCCCC4)nc32)cc1	-10%	-1.5%
O=c1c([N+](=O)[O-])c(Cl)c2ccccc2n1-c1ccccc1	5%	2.9%
CCOc1ccc(-c2cn(S(=O)(=O)c3cccc4nsnc34)nc2N)cc1	-1%	3.3%
O=c1[nH]ncc2c3ccccc3n(Cc3ccc(F)cc3)c12	2%	0.2%
CCCS(=O)(=O)c1c(S(=O)(=O)CCC)c2cc(-c3ccncc3)ccn2c1C(=O)OC	-3%	-0.2%
CCSc1ccccc1C(=O)NCc1ccc(OC)cc1	nt	6.0%
Cc1ccc(N2C(=O)c3ccccc3NC2c2c(F)c(F)c(F)c(F)c2F)cc1 (stereo not drawn)	4%	-1.6%
COc1ccccc1OCC(=O)Nc1ccc(S(=O)(=O)Nc2cc(C)nc(C)n2)cc1	10%	5.0%
Cc1ccc(-c2nnc3ccc(SCC(=O)Nc4cc(C)on4)nn23)cc1	0%	5.6%
COc1cc(C)c(C(C)C)cc1S(=O)(=O)NCCCn1ccnc1	-4%	3.3%
